# esBAF inh – blocks esBAF chromatin remodeling in mouse ES cells | reporter increase, % at 12.5 µM | 2% of 350,000 active | Bmi1-luciferase knock-in reporter, 24 h; 100% = twice the neutral-well signal; in the data active = activation above about 40%; inconclusive = no clear call, values can overlap the other calls;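 also: 0% = median of the plate's neutral control wells and 100% = double that signal; a rise in the Bmi1 reporter signal indicates esBAF inhibition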
# ERp5 inh – ERp5 (human) disulfide isomerase inhibition; Q15084; AID 651711; 0.05% of 350,000 active; ERp5 insulin aggregation, absorbance 650 nm, 90 min; inhibition, % at 9.99 µM;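 active = mean replicate inhibition above about 25%, with every replicate also reaching it, limit read from the data, passing the limit was not always enough; inconclusive = only one of those two criteria met; inactive = neither criterion met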
# Target sequence (Q15084 whole entry, looked up): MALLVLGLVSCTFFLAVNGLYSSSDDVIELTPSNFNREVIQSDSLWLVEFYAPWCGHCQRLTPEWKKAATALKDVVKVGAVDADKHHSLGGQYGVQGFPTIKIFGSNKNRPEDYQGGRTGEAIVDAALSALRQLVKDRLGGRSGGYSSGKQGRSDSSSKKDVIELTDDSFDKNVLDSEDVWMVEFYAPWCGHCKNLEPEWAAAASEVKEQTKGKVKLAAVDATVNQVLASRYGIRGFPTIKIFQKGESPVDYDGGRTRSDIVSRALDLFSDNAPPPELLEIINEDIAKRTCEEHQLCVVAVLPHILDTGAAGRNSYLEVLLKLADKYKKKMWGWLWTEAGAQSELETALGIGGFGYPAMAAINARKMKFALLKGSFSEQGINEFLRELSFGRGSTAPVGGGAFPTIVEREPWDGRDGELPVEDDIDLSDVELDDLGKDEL
# ERAP1 HTS inh – inhibitors of human ERAP1 aminopeptidase; inhibition, % at 10.7 µM; Q9NZ08; 0.15% of 340,000 active; recombinant ERAP1, Leu-AMC fluorescence, 60 min;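 active = mean replicate inhibition of at least 30%, or all replicates individually reaching that 30% level; inactive = mean below 30% and not every replicate reaching it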;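 also: 0% = neutral control wells and 100% = L-leucinethiol positive control wells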
# E-sel inducer – induces E-selectin expression in human endothelial cells | activation, % at 7.58 µM | P16581 | HUVEC E-selectin immunofluorescence imaging; normalized: neutral wells 0, TNF-alpha wells 100 | 0.37% of 260,000 active | AID 686992;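 active = mean E-selectin-positive cell signal at least 10% of the positive control, reached in at least 60% of replicates, without over 20% cell loss; inconclusive = no rule given, readout overlaps actives, possibly toxicity-flagged; inactive = the rest, including those meeting only one limit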;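 also: in these data hits start at about 27%; measured in HUVEC primary endothelial cells; signal is the percent of cells scored E-selectin positive by PE staining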
#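 Assay system: HUVEC, human umbilical vein endothelial cells / Amount: 3,000 HUVEC/well / Controls: TNF-alpha positive control, DMSO neutral control / Compound dosing: single concentration / Medium: EGM-2 over gelatin coat / Evaluation: percent E-selectin-positive cells / Signal: immunofluorescence imaging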
# RAD54 inh – RAD54 (human) branch migration inhibition. inhibition, % at 10.4 µM. 0.14% of 360,000 active. RAD54 Holliday junction branch migration, FAM/BHQ fluorescence. Q92698;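 active = mean normalized replicate activity at least 40 and at least half of replicates scoring 40 or more; inconclusive = only one of the two criteria met; inactive = mean below 40 and under half of replicates reaching 40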;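 also: 0% = median of neutral control wells and 100% = median of positive control wells; inhibitors cause a drop in the FAM fluorescence signal; in these data hits start at about 50%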
# S100A4 inh HTS – S100A4-myosin IIA interaction inhibition; S100A4/TAMRA-MyoIIA peptide fluorescence polarization; inhibition, % at 10.7 µM; 0.14% of 360,000 active;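 active = mean inhibition of at least 70% across replicates, with every replicate also reaching that level; inconclusive = mean inhibition reaches 70% but some replicates fall short; inactive = mean inhibition below 70%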
# Target sequence (P26447 whole entry, looked up): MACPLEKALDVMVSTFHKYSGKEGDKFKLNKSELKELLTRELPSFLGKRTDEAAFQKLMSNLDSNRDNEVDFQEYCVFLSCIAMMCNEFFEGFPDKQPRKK
#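 Compound dosing: one dose per compound; test system: human S100A4 monomer with TAMRA-labelled myosin IIA peptide; probe or stimulus: TAMRA-labelled myosin IIA heavy-chain peptide probe, 5 nM; medium: HEPES buffer with Ca2+, pH 7.2; schedule: 5 min incubation before reading; benchmarks: neutral control DMSO, positive control TFP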
# XiGFP reactiv – activators of X-chromosome reactivation in mouse fibroblasts. 0.055% of 360,000 active. AID 743238. activation, % at 7.58 µM. XiGFP mouse fibroblasts, % GFP-positive cells imaging, 3 d; cells co-treated with 5-aza-dC sensitizer; scaled so ellipticine positive control = 100%;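 active = mean normalized replicate activation at least 10% and every replicate at or above 10%; inconclusive = only one of the two criteria met; inactive = mean below 10% and not all replicates reach 10%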;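 also: 0% = median of on-plate neutral control wells and 100% = ellipticine 6 µM median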
#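 assay system = SV40-immortalized XiGFP fibroblast cells, line 68-5-11 | buffer or medium = DMEM plus 5-aza-dC sensitizer | doses = single-point pinned compound dosing | times = 3-day compound exposure, then 15 min fixation at room temperature | benchmarks = positive control ellipticine, 6 µM final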
# RAD52 inh – inhibitors of human RAD52 DNA annealing | recombinant RAD52 DNA annealing, FRET fluorescence | 0.46% of 360,000 active | AID 651710 | P43351 | inhibition, % at 18.7 µM;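 active = every replicate showing at least 50% inhibition; inconclusive = mean inhibition at least 50% but not in every replicate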
# Target sequence (P43351 whole entry, looked up): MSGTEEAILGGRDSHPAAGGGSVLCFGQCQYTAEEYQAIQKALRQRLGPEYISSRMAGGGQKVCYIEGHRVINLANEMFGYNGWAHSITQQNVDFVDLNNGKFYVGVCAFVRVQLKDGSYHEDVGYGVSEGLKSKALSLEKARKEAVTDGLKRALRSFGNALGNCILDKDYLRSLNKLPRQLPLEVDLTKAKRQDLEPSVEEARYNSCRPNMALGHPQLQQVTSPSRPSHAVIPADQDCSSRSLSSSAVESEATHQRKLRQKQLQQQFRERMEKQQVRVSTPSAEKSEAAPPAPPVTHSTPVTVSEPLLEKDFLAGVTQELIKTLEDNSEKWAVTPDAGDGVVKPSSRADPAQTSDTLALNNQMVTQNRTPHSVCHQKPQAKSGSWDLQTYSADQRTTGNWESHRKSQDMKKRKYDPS
# * = called active by the depositor; ? = inconclusive; . = no result given; & = joins results of further samples.
smiles	esBAF inh	ERp5 inh	ERAP1 HTS inh	E-sel inducer	RAD54 inh	S100A4 inh HTS	XiGFP reactiv	RAD52 inh
COc1ccc(CNC(=O)CN(c2cc(C)cc(C)c2)S(=O)(=O)c2c(C)[nH]c(=O)[nH]c2=O)cc1	.	-5	4	0.1	.	-7	0.0	2
Cc1cccc(CSCCNC(=O)c2ccc(CN3CCOCC3)cc2)c1	.	0	-2	.	.	-1	0.0	-5
COc1ccc(NC(=O)c2c(C)oc3c2CCCC3)cc1	18	3	-3	.	6	-1	.	-14
C[C@@H]1CN([C@@H](C)CO)C(=O)c2cc(C#CC3(O)CCCC3)cnc2O[C@H]1CN(C)C(=O)C1CCOCC1	-2	-1	1	0.3	-3	9	-1.0	-7
Cc1ccc(C(CNS(=O)(=O)c2ccc(Cl)cc2)N2CCN(C)CC2)cc1 (stereo unspecified)	-3	5	-7	.	4	-2	0.2	-1
CN(C)CC(=O)N1[C@@H]2Cn3c(cccc3=O)[C@H]1[C@@H](C(=O)NCc1ccccc1)[C@@H]2CO	2	1	1	-0.3	15	0	0.0	10
COc1ccc(C(=O)NC(=S)NNC(=O)[C@H]2C[C@@H]2c2ccccc2)cc1OC	-2	7	-2	.	.	1	0.0	-7
CCN(CCNC(=O)Cn1c(=O)sc2ccccc21)c1ccccc1	-6	2	-1	0.5	11	1	0.2	-2
COc1ccc(-c2oc(=O)n(C)c2-c2ccc(OC)cc2)cc1	-9	3	0	0.1	.	0	0.0	-15
CC(=O)c1ccc(S(=O)(=O)N(C)CC(=O)Nc2cc(C)on2)cc1	.	-1	-9	0.0	.	-1	0.0	-10
CCCc1nnc(NC(=O)c2oc3ccccc3c2COCC)s1	5	5	-4	8.2	9	1	0.0	-13
Cn1ncc(Br)c1C(=O)Nc1cccc(C(F)(F)F)c1	0	2	2	0.3	-1	-2	-0.1	-2
COc1ccc(CN(C)C[C@@H]2Oc3ccc(NS(=O)(=O)c4ccc(F)cc4)cc3CC(=O)N([C@@H](C)CO)C[C@H]2C)cc1	3	-2	1	-14	-9	-5	-0.1	27
O=C(COC(=O)CSc1cccc2cccc(Cl)c12)Nc1ncc(C(F)(F)F)cc1Cl	.	-1	-1	.	.	4	1.1	-38
COCCCNc1nc(N)c([N+](=O)[O-])c(NCc2ccccc2)n1	4	3	-1	-0.4	-12	17	0.0	-15
CCO[C@H]1OC(C(=O)N2CCN(Cc3ccc4c(c3)OCO4)CC2)=C[C@@H](c2ccc3c(c2)OCO3)[C@@H]1CCCO	6	0&-3	0&-2	-0.8	-2&-6	-3&14	0.1	22&-11
Cc1c(/C=C2\SC(=Nc3cccc(C(=O)O)c3)NC2=O)c2ccccc2n1C	.	0	0	.	.	6	-0.7	-59
CC(=O)C[C@H](O)CC(=O)[C@H]1OC(=O)[C@@H](C)CCCCc2ccccc21	5	-1	0	.	8	0	1.4	-10
CCOc1ccc(Oc2ccc(NS(=O)(=O)c3cc(C(=O)O)ccc3Cl)cc2)cc1	0	2	2	0.3	4	-4	-0.1	-1
O=C(O)CN1C(=O)/C(=C\c2cc([N+](=O)[O-])ccc2OCc2ccccc2Cl)SC1=S	-6	9	-1	0.1	-2	-1	0.3	-36
Cc1nn(CCC(=O)N2CCN(S(=O)(=O)c3ccccc3)CC2)c(C)c1C	1	2	-8	.	-18	1	0.0	-5
COc1ccccc1NS(=O)(=O)c1cc(N/C(=N\S(=O)(=O)c2ccccc2)c2ccc(F)cc2)ccc1Cl	2	.	.	0.2	-1	.	0.4	.
CC(=O)c1ccc(N2CCN(CC(=O)Nc3ccccc3N3CCOCC3)CC2)cc1	5	1	1	0.2	8	1	0.1	-7
Cc1cc2c(C)cc(=O)oc2c2c1NCCC2	-9	-1	-271	.	-11	12	.	-12

# Looked up one by one from above, two records:
smiles	esBAF inh	ERp5 inh	ERAP1 HTS inh	E-sel inducer	RAD54 inh	S100A4 inh HTS	XiGFP reactiv	RAD52 inh
CCO[C@H]1OC(C(=O)N2CCN(Cc3ccc4c(c3)OCO4)CC2)=C[C@@H](c2ccc3c(c2)OCO3)[C@@H]1CCCO	6	0&-3	0&-2	-0.8	-2&-6	-3&14	0.1	22&-11
O=C(COC(=O)CSc1cccc2cccc(Cl)c12)Nc1ncc(C(F)(F)F)cc1Cl	.	-1	-1	.	.	4	1.1	-38

# (more compounds)
smiles	esBAF inh	ERp5 inh	ERAP1 HTS inh	E-sel inducer	RAD54 inh	S100A4 inh HTS	XiGFP reactiv	RAD52 inh
C[C@H]1CN([C@@H](C)CO)S(=O)(=O)c2ccc(C#CC3CC3)cc2O[C@@H]1CN(C)CC1CCOCC1	3	-3	2	0.7	2	2	-1.3	7
CC(=O)c1c(C)[nH]c(C(=O)OCc2ccc([N+](=O)[O-])cc2)c1C	41*	-1	0	.	3	-4	0.0	-10
CC(C)CC(=O)NC(=S)Nc1cccc(NC(=O)c2ccccc2)c1	.	0	0	0.7	2	0	0.7	-30
Cc1nc2ccc(NC(=O)c3ccc4ccccc4n3)cc2s1	.	-1	-3	5.9	.	-2	-0.1	-38
O=C(/C=C/c1cccc(Br)c1)NC1CCN(Cc2ccccc2)CC1	-2	-4	-7	-0.1	-3	3	0.1	-7
COc1ccc(CCNC(=O)c2ccc(OCc3c(C)noc3C)c(OC)c2)cc1	-6	0	-2	0.3	-5	-13	0.2	-14
O=C(COC(=O)CCC(=O)c1cccs1)Nc1ccccc1C(F)(F)F	-9	0	-2	0.3	10	0	0.1	-3
O=C(CCCn1cncn1)N1CCCC(Nc2ccc(F)cc2)C1 (stereo unspecified)	0	-2	-4	0.7	2	1	0.1	-2
CC(C)=CCC[C@H](C)C[C@@H]1CC2=C(C(=O)OC(C)(C)O2)[C@H](c2ccc(Cl)cc2)O1	-7	12	-1	-0.1	-3	-5	-0.1	-9
O=C(Oc1ccc(Br)cc1)C1CCN(C2=NS(=O)(=O)c3ccccc32)CC1	9	-1	0	-0.1	11	0	-0.1	-4
CCC(C)[C@H]1COCCS(=O)(=O)N1Cc1ccc(Cl)cc1Cl (stereo partly specified)	3	-2	-3	0.8	-9	-2	0.0	0
Cc1ccc(S(=O)(=O)Nc2ccc3c(c2)C(=O)N([C@@H](C)CO)C[C@H](C)[C@H](CN(C)Cc2ccc(-c4ccccc4)cc2)O3)cc1	3	12	-3	-6.9	-24	-12	0.1	5

# Some entries already given, showing only RAD52 inh, XiGFP reactiv and S100A4 inh HTS.
structure | RAD52 inh | XiGFP reactiv | S100A4 inh HTS
O=C(/C=C/c1cccc(Br)c1)NC1CCN(Cc2ccccc2)CC1 | -7 | 0.1 | 3
Cc1nc2ccc(NC(=O)c3ccc4ccccc4n3)cc2s1 | -38 | -0.1 | -2
CC(C)=CCC[C@H](C)C[C@@H]1CC2=C(C(=O)OC(C)(C)O2)[C@H](c2ccc(Cl)cc2)O1 | -9 | -0.1 | -5
C[C@H]1CN([C@@H](C)CO)S(=O)(=O)c2ccc(C#CC3CC3)cc2O[C@@H]1CN(C)CC1CCOCC1 | 7 | -1.3 | 2

# (more compounds)
SMILES	esBAF inh	ERp5 inh	ERAP1 HTS inh	E-sel inducer	RAD54 inh	S100A4 inh HTS	XiGFP reactiv	RAD52 inh
COc1ccc(N2CCN(C(CNC(=O)COc3ccccc3)c3ccco3)CC2)cc1 (stereo unspecified)	.	6	-3	0.0	11	-9	0.0	-13
Cc1ccc(N(C(=O)c2csnn2)C(C(=O)NC2CCCCC2)c2ccncc2)c(C)c1 (stereo unspecified)	-6	0	5	2.1	-8	-11	0.4	-6
CC1CCCCC1NC(=O)COC(=O)COc1ccccc1Cl (stereo unspecified)	.	7	-1	.	.	-4	0.0	-12
COc1ccc(NC(=S)N2CCN(c3ccccc3)CC2)c(OC)c1	10	2	1	0.0	-3	-1	0.0	-4
O=C1OC(/C=C/c2ccccc2)=NC/1=C/c1ccco1	.	-6	-1	0.4	-4	-5	0.0	-24
CC1=NN(C(=O)c2ccc(Cn3cc([N+](=O)[O-])cn3)cc2)C(O)(C(F)(F)F)C1 (stereo unspecified)	.	?	0	-2.2	.	0	0.5	-11
Oc1[nH]c2ccccc2c1N=Nc1c(F)c(F)c(Cl)c(F)c1F	8	-2	-1	0.0	2	-3	-0.1	-96
COc1cccc(NC(=O)c2sc3ncn(CC(=O)N4CCN(c5ccccn5)CC4)c(=O)c3c2C)c1	2	3	0	-0.1	-15	2	-0.1	-11
CC(C)[C@H](C)NC(=O)N(C)C[C@H]1OCc2ccccc2-c2ccccc2C(=O)N([C@H](C)CO)C[C@H]1C	-4	1	-2	-0.1	3	18	-0.4	-7
CCOC1=C2[C@@H](CN(S(=O)(=O)c3ccc(C)cc3)[C@H]2c2ccccc2F)[C@H]2C(=O)N(C3CCCCC3)C(=O)[C@H]2C1	2	9	.	-0.3	-13	0	0.1	-19
O=C(c1cnccn1)N1CC(=O)N2[C@H](CO)[C@H](c3ccc(C#CC4CCCC4)cc3)[C@@H]2C1	.	8	1	1.4	.	-5	0.0	-14
CC(C)(C)c1ccc(C(=O)NC(=O)COC(=O)c2ccco2)cc1	11	8	2	.	-1	-3	0.0	-10
CCC(=O)N(C)C[C@@H]1Oc2ncc(C#Cc3ccccc3)cc2C(=O)N([C@H](C)CO)C[C@@H]1C	-5	4	0	-0.4	-2	8	-1.0	-5
CCOC(=O)[C@]12CCCC=C1N(Cc1cccc3ccccc13)C(=O)[C@H](CC(=O)NCCc1ccccc1OC)C2	.	-3	.	0.0	.	1	1.7	-4
COc1cccc(CN2CCN(Cc3nc(-c4cccs4)oc3C)CC2CCO)c1 (stereo unspecified)	-6	-7	0	.	5	-2	0.4	-19
CC(=O)N(C)C[C@H]1Oc2ncc(-c3ccc(C(=O)N(C)C)cc3)cc2C(=O)N([C@H](C)CO)C[C@@H]1C	0	-4	2	-0.1	6	4	-0.2	-5
C[C@@H]1CN([C@H](C)CO)S(=O)(=O)c2ccc(C#CC(C)(C)O)cc2O[C@H]1CN(C)C(=O)CN(C)C	2	4	1	0.1	9	-6	-0.9	-15
CCCNC(=O)N1C[C@@H](C)[C@H](OC)CN(C)C(=O)c2ccc(NC(=O)C3CCC3)cc2OC[C@H]1C	.	-6	-3	0.1	.	4	-0.3	2
COc1ccc(CN(C)C[C@H]2Oc3ccc(NC(=O)Cc4cn(C)c5ccccc45)cc3CC(=O)N([C@@H](C)CO)C[C@H]2C)cc1	0	-2	2	1.1	-10	8	-1.1	1
COCCNC(=O)C[C@H]1CC[C@H]2[C@@H](COC[C@H](O)CN2Cc2ccc(Cl)c(Cl)c2)O1	3	.	.	0.1	0	.	0.0	.
